Bioassay records deposited in PubChem by several laboratories.
FXIIa inh: inhibitors of human coagulation factor XIIa. P00748. purified FXIIa, Boc-QGR-AMC fluorogenic substrate, 2 h. inhibition, % at 5 µM. hit rate 0.3% among 220,000. AID 800; in the data active = inhibition above about 40%;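 also: 0% = enzyme with no compound and 100% = blank without enzyme; many of its hits are not listed in these tables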
FXIa inh: blocks human coagulation factor XIa protease activity; inhibition, % at 5 µM; hit rate 0.14% among 220,000; P03951; AID 798; purified FXIa, Boc-Glu-Ala-Arg-AMC fluorogenic substrate;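 active = inhibition of at least 40%; inactive = inhibition below 40%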;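 also: fluorescence of freed AMC excited at 355 nm; 0% = enzyme without compound and 100% = no enzyme blank; many of its hits are not listed in these tables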
Target sequence (P03951 19-387 limits assumed): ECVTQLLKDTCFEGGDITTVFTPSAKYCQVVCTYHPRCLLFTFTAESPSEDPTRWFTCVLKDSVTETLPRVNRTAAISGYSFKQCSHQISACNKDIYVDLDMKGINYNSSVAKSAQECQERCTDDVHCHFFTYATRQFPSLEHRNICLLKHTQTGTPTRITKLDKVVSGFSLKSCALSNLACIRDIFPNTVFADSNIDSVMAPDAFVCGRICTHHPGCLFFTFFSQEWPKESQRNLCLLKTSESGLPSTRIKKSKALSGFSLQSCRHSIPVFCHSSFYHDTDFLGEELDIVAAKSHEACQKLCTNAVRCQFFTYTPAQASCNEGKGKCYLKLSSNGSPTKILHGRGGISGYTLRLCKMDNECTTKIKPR
Target sequence (P03951 388-625 limits assumed): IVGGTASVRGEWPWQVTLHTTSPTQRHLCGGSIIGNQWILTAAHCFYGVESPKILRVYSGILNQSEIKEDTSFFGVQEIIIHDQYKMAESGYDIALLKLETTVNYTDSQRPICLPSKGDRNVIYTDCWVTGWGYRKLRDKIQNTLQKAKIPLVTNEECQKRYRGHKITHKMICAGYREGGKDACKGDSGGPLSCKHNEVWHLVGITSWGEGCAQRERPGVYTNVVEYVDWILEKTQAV
thrombin 1536: blocks human thrombin protease activity; inhibition, % at 5 µM; hit rate 0.26% among 220,000; alpha-thrombin, Boc-VPR-AMC fluorogenic substrate cleavage; AID 1046;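 active = inhibition at or above 40%; inactive = inhibition below 40%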;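 also: 0% = enzyme with no compound and 100% = wells without enzyme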
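Material: human alpha-thrombin protein. Incubation: reaction at ambient temperature. Technique: fluorescence of released AMC, ex 355 nm, em 460 nm. Control set: no-compound enzyme wells and no-enzyme blanks. Also added: Boc-VPR-AMC substrate, 15 µM final. Buffer or medium: pH 7.5 Tris (50 mM) with NaCl 150 mM, Tween 20 0.05%.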
KLK5 inh: blocks human kallikrein 5 protease activity; recombinant hK5, fluorogenic AMC substrate cleavage; inhibition, % at 5 µM; hit rate 0.59% among 210,000;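 active = inhibition of 40% or more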;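 also: 0% = enzyme controls without compound and 100% = no-enzyme blanks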
Target sequence (Q9Y337 67-293 limits assumed): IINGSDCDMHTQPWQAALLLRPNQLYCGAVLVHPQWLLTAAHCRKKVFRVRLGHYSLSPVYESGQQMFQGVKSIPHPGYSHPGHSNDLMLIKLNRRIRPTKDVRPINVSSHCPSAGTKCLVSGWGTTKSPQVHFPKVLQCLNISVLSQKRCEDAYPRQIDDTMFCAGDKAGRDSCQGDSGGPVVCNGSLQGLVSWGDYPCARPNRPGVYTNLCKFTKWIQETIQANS
Furin inhibitor: human furin inhibition. hit rate 0.061% among 220,000. purified furin, fluorogenic substrate cleavage. P09958. inhibition, % at 30 µM; in the data active = inhibition above about 25%; also: inactives centre near -15
p97 ATPase inh: blocks human p97 ATPase activity. P55072. recombinant p97 ATPase, Kinase-Glo ATP luminescence, 3 h. inhibition, % at 8 µM. hit rate 0.42% among 220,000; in the data active = inhibition above about 15%;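 also: 0% = DMSO vehicle and 100% = wells lacking enzyme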
PERK inh: blocks human PERK kinase. inhibition, % at 5.6 µM. Q9NZJ5. hit rate 0.17% among 220,000. CHO PERK-DD fusion, SEAP luminescence translation reporter;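 active = inhibition above the mean inhibition of all tested compounds plus 3 SD, set separately per screening campaign, cut at about 2.9% in these data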;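 also: PERK kinase domain activated by AP20187 dimerizer at 100 nM; 0% = DMSO with dimerizer and 100% = rapamycin at 8.4 µM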
Cl transport mod: modulates chloride dependent transport by human KCC2; Q9H2X9; hit rate 2.2% among 190,000; B-score of Tl+ flux slope (higher = more flux/activation; lower = inhibition) at 10 µM; KCC2 cells, thallium flux FluoZin-2 fluorescence; AID 1456;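 active = thallium flux slope and its plate-corrected score both differing from the plate sample mean at a set confidence after two filtering rounds, in either direction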;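 also: slope of fluorescence scaled to starting intensity during 10 to 20 s after thallium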
Wee1 degr inh: blocks degradation of human Wee1 kinase; P30291; HeLa Luc-Wee1K328M stability, luciferase luminescence; 100% = proteasome inhibitor MG132 effect; reporter increase, % at 5 µM; hit rate 1.2% among 220,000;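 active = activation above the mean of all tested compounds plus 3 SD, set per screening run, cut at about 8.8% in these data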;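 also: cells exposed to compound for 20 h before luminescence read; 0% = DMSO alone and 100% = MG132 at 30 µM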
* hit, by the source's call; · = no result given; [ ] = dose if it differs, or a comment.

SMILES	FXIIa inh	FXIa inh	thrombin 1536	KLK5 inh	Furin inhibitor	p97 ATPase inh	PERK inh	Cl transport mod	Wee1 degr inh
COC(=O)c1ccc(NC(=O)Cn2c(-c3nonc3N)nc3ccccc32)cc1	-1	-3	·	-3	-6	2	0.4	0.77	-5
Cc1ccc(CN2CCSc3sccc3C2=O)cc1	7	-1	-6	·	-22	1	-0.2	-1.1	0
CCN(CC)CC(=O)Nc1nn(-c2ccccc2)nc1C(N)=O	11	-5	-1	-1	-22	3	0.9	-0.79	-3
COc1cc(CN2CCN(c3cccc(C)c3C)CC2)cc(Br)c1O	6	-10	4	-7	-11	2	0.6	0.87	-2
C=CCNC(=O)c1ccccc1S(=O)c1ccccc1C#N (centres undefined)	6	2	5	7	-23	2	1.2	0.16	0
O=C(CCNc1cccc(F)c1)c1cccc([N+](=O)[O-])c1	8	0	-1	0	-23	0	1.2	-0.65	-2
CCN(CC)S(=O)(=O)c1cccc(NC(=O)c2cc3ccccc3o2)c1	-20	-6	-5	-3	-30[20 µM]	-1	-1.0	0.069	-3
CCn1c(-c2cccs2)nc2ccccc21	10	6	1	-8	-14[20 µM]	0	-0.2	1.5	0
C/C(=N\NC(=O)c1cccnc1)c1ccc(OC2OCCOC2Oc2ccc(/C(C)=N/NC(=O)c3cccnc3)cc2)cc1 (centres undefined)	6	-2	-5	-4	-13	-3	0.3	0.006	-1
Cc1cc(C)c(S(=O)(=O)Nc2ccc(OCC(=O)O)cc2)c(C)c1	-4	-8	0	31	-17	-2	0.8	-0.27	1
C=CCOc1c(OC)cc(Cl)cc1C1NC(=O)NC(C)=C1C(C)=O (centres undefined)	14	6	-1	-15	-24[20 µM]	0	-0.5	-0.32	-1
COc1ccccc1Nc1nc(-c2ccc([N+](=O)[O-])cc2)nc2ccccc12	·	·	·	·	-14[20 µM]	-2	0.5	·	0
O=C(CN1CCC(NC(=O)C2CCCCC2)CC1)NCc1ccco1	0	-11	-27	-7	-25	1	-0.1	0.62	-4
COc1ccc(OC)c(NC(=O)Cn2c(CCC(=O)O)ccc2-c2ccccc2)c1	1	2	-11	-7	-21	5	1.5	-0.028	6
O=C(N/N=C\C=C\c1ccc2c(c1)OCO2)C1COc2ccccc2O1 (centres undefined)	16	8	3	-8	-22	6	0.9	-0.5	9.3*
C=C(C)C(=O)Nc1cccc(C2=NOC3(C2)C[C@@H](C(N)=O)N(C(=O)/C=C/CC)C3)c1 (some centres undefined)	10	0	2	7	-27	·	·	0.21	·
Cc1cccc(C(=O)Nc2c(C#N)c(C)c(C)n2Cc2ccccc2)c1	6	-6	-2	-6	-16[20 µM]	2	-0.2	0.58	-2
Cc1cccc(NC(=O)CN(C)S(=O)(=O)c2ccc(Cl)cc2)n1	6	-14	-3	-18	-9	-5	-0.5	-0.39	4
O=C(c1ccco1)c1cn[nH]c1-c1ccc(Cl)cc1O	13	27	-3	-16	-16	6	1.8	·	4
Cc1cc(NC(=O)COC(=O)c2cc3c(s2)CCC(C)C3)no1 (centres undefined)	26	26	-2	-27	-19	1	2.1	0.056	2
Cc1cc(C(C)(C)C)oc1C(=O)Nc1ccc(CC(=O)O)cc1	16	8	10	11	-14	4	1.5	0.24	-1
CCOc1ccc2c(c1)C(c1ccc(C)o1)=NNC(c1ccncc1)=N2	6	0	1	3	-26	3	-0.2	0.78	0
Cc1ccc(NC(=O)OCc2cncs2)cc1	5	-1	-1	-5	-19	0	1.5	-0.19	2
CCCCN(CC)C(=O)Cc1c(C(=O)O)[nH]c2ccc(Cl)cc12	10	2	1	14	-11[20 µM]	-1	1.4	0.87	-1
COc1ccc(C(=O)NCc2oc(-c3ccccc3)cc2C(=O)O)cc1	10	3	1	-10	-8[20 µM]	-1	0.7	-0.2	-2
Cc1ccccc1CN(c1ccc(C(=O)N2CCCC2)cc1)S(C)(=O)=O	12	7	-4	1	-22[20 µM]	0	-0.2	0.16	-2
N#Cc1nc(-c2ccccc2F)oc1N1CCCC1	1	-3	-6	-5	-107[20 µM]	-6	-0.4	-0.064	-1
CN(C)c1cccc(/C=C(\C#N)c2ccccc2)c1	9	3	-1	0	-10	6	1.0	-0.9	10.0*
CSC1=NC2C(N1)N(C)C(=O)N2C (centres undefined)	17	7	4	-21	-20[20 µM]	5	0.6	-0.14	1
CCOC(=O)N1CCC(NC(=O)CC(NS(=O)(=O)c2ccc(Cl)cc2)c2ccco2)CC1 (centres undefined)	0	-4	-4	-4	-18	0	0.5	-0.65	-3

Shown as a markdown table: 14 of the compounds above
| SMILES | FXIIa inh | FXIa inh | thrombin 1536 | KLK5 inh | Furin inhibitor | p97 ATPase inh | PERK inh | Cl transport mod | Wee1 degr inh |
| --- | --- | --- | --- | --- | --- | --- | --- | --- | --- |
| Cc1cccc(C(=O)Nc2c(C#N)c(C)c(C)n2Cc2ccccc2)c1 | 6 | -6 | -2 | -6 | -16[20 µM] | 2 | -0.2 | 0.58 | -2 |
| Cc1cccc(NC(=O)CN(C)S(=O)(=O)c2ccc(Cl)cc2)n1 | 6 | -14 | -3 | -18 | -9 | -5 | -0.5 | -0.39 | 4 |
| O=C(c1ccco1)c1cn[nH]c1-c1ccc(Cl)cc1O | 13 | 27 | -3 | -16 | -16 | 6 | 1.8 | · | 4 |
| Cc1cc(NC(=O)COC(=O)c2cc3c(s2)CCC(C)C3)no1 (centres undefined) | 26 | 26 | -2 | -27 | -19 | 1 | 2.1 | 0.056 | 2 |
| Cc1cc(C(C)(C)C)oc1C(=O)Nc1ccc(CC(=O)O)cc1 | 16 | 8 | 10 | 11 | -14 | 4 | 1.5 | 0.24 | -1 |
| CCOc1ccc2c(c1)C(c1ccc(C)o1)=NNC(c1ccncc1)=N2 | 6 | 0 | 1 | 3 | -26 | 3 | -0.2 | 0.78 | 0 |
| Cc1ccc(NC(=O)OCc2cncs2)cc1 | 5 | -1 | -1 | -5 | -19 | 0 | 1.5 | -0.19 | 2 |
| CCCCN(CC)C(=O)Cc1c(C(=O)O)[nH]c2ccc(Cl)cc12 | 10 | 2 | 1 | 14 | -11[20 µM] | -1 | 1.4 | 0.87 | -1 |
| COc1ccc(C(=O)NCc2oc(-c3ccccc3)cc2C(=O)O)cc1 | 10 | 3 | 1 | -10 | -8[20 µM] | -1 | 0.7 | -0.2 | -2 |
| Cc1ccccc1CN(c1ccc(C(=O)N2CCCC2)cc1)S(C)(=O)=O | 12 | 7 | -4 | 1 | -22[20 µM] | 0 | -0.2 | 0.16 | -2 |
| N#Cc1nc(-c2ccccc2F)oc1N1CCCC1 | 1 | -3 | -6 | -5 | -107[20 µM] | -6 | -0.4 | -0.064 | -1 |
| CN(C)c1cccc(/C=C(\C#N)c2ccccc2)c1 | 9 | 3 | -1 | 0 | -10 | 6 | 1.0 | -0.9 | 10.0* |
| CSC1=NC2C(N1)N(C)C(=O)N2C (centres undefined) | 17 | 7 | 4 | -21 | -20[20 µM] | 5 | 0.6 | -0.14 | 1 |
| CCOC(=O)N1CCC(NC(=O)CC(NS(=O)(=O)c2ccc(Cl)cc2)c2ccco2)CC1 (centres undefined) | 0 | -4 | -4 | -4 | -18 | 0 | 0.5 | -0.65 | -3 |

(continued)
SMILES	FXIIa inh	FXIa inh	thrombin 1536	KLK5 inh	Furin inhibitor	p97 ATPase inh	PERK inh	Cl transport mod	Wee1 degr inh
Cn1c(C(=O)NCCCN2CCOCC2)cc2c(=O)n(C)c3ccccc3c21	-4	-12	-13	-35	-29	-1	0.9	-0.75	-1
CC1(C)[C@@H](O)CC[C@]2(C)C3C(O)C=C4[C@H]5C[C@@](C)(CO)CC[C@]5(C)CC[C@]4(C)[C@]3(C)CC[C@@H]12 (some centres undefined)	3	-3	-5	-2	-12	·	·	-0.43	·
CC(Oc1ccc(Br)cc1)C(=O)NCc1ccccn1 (centres undefined)	2	-7	-10	9	-13	0	-0.1	-0.5	-2
Clc1cccc(CSc2nnc(-c3ccccn3)n2Cc2ccco2)c1	19	9	3	7	-7	-12	-1.6	·	-1
S=c1[nH]nc(C2CC2c2ccc(Cl)cc2)n1-c1ccc(Cl)cc1 (centres undefined)	21	19	-1	-18	-20	-1	1.3	4.2	-1
Cc1c(C(=O)N2CCN(c3ccccc3)CC2)sc2ncnc(N3CCC(C)CC3)c12	3	-3	-6	-33	3[20 µM]	1	0.5	·	-2
CCN(CC)C(=O)Nc1ccc(Br)cc1	4	-3	-8	1	-21	-3	0.3	-1.7	1
CCc1c(C)[nH]c(=S)c(C#N)c1C	-4	-1	5	-9	-17	0	-0.1	2.1	-2
CCCOc1cccc(C2C(C(=O)c3ccco3)=C(O)C(=O)N2CCN(CC)CC)c1 (centres undefined)	-4	-2	5	-2	5	-6	-0.1	·	1
COc1cc(NC(=S)Nc2ccc3c(c2)OCCO3)cc(OC)c1OC	8	-1	-3	-1	-21	1	-0.3	0.0091	8
O=C(COC(=O)c1ccc2c(c1)C(=O)N(CCc1ccccc1)C2=O)Nc1ccc(OC(F)F)cc1	11	9	-4	-14	5	3	1.9	0.15	-4
COc1ccc(N2CCN(C(CNC(C)=O)c3ccco3)CC2)cc1 (centres undefined)	4	-3	1	-8	-21	0	1.3	0.65	-2
CCN1CCC(NC(=O)Nc2ccc(F)cc2F)CC1	9	-3	-6	2	-27	5	0.9	-0.63	2
CCCn1c(=O)c(C(=O)N/N=C/c2ccc(F)cc2)c(O)c2ccccc21	7	3	-2	5	-18	8	2.2	0.032	-3
CCO[C@H]1OC(C(=O)NC2CC2)=C[C@@H](c2c[nH]c3ccccc23)[C@@H]1CCCO	17	4	3	2	-13	·	·	0.76	·
CCc1cc2ccc(OC)cc2nc1SCC(=O)NNC(C)=O	4	-4	-2	-3	-5	1	0.7	-0.62	-1
Cc1ccc(-c2cccc(CN3CCN(C4CCN(C(C)C)CC4)C(CCO)C3)c2)o1 (centres undefined)	0	-5	-8	·	-7	1	0.8	-0.41	-1
CC1CCC(C(=O)NNC(=O)c2cc(-c3ccco3)[nH]n2)CC1 (centres undefined)	-1	0	5	-21	-23	4	0.2	-2.9*	3
